Cardio protect – protects H9c2 cardiomyocytes from peroxide injury; H2O2 injury protection, ATPLite, 2 h; protection from H2O2 cell death, % at 20 µM; 0.63% of 360,000 active;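 active = compounds giving at least 50% protection of heart cells from peroxide-induced death in the single-dose screen, raw or plate-pattern-corrected value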;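 also: 0% = DMSO wells with peroxide and 100% = DMSO wells without peroxide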
m5-HT2A agonist – activates the mouse 5-HT2A serotonin receptor | P35363 | CHO-K1 mHTR2A beta-arrestin complementation, luminescence; percent of 30 µM serotonin response | activation, % at 7.6 µM | 0.66% of 360,000 active | AID 624169;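 active = activation above a run cutoff, the mean activation of all tested compounds plus 3 SD, cut at about 14% in these data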;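 also: 0% = plate median of compound wells and 100% = 30 µM serotonin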
MC4R ag barr – human MC4R agonism via beta-arrestin; 0.98% of 360,000 active; U2OS MC4R beta-arrestin complementation, luminescence; percent of melanotan II response, DMSO zero; activation, % at 8.9 µM;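 active = activation above a per-plate cutoff, the mean activation of sample wells on that plate plus 3 SD, cut at about 8% in these data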
Target sequence (P32245 whole entry, looked up): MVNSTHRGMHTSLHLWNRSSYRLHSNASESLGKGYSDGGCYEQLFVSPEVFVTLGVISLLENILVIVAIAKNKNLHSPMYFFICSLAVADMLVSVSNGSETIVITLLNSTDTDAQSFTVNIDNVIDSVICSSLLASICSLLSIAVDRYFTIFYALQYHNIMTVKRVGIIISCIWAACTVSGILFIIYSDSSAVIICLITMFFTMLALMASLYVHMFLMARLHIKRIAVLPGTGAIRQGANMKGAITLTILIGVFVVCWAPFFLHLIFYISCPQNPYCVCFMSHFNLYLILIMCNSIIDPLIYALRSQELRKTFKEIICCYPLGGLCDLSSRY
Glyco luc inh – N-linked glycosylation inhibition; reporter increase, % at 12.5 µM; 0.23% of 360,000 active; AID 588692; D54 ERlucT glycosylation luciferase reporter, 24 h; percent of 100 nM tunicamycin response;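 active = mean luciferase reporter signal, scaled so untreated is 0 and the glycosylation-blocking control 100, at or above a set limit in every replicate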;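 also: luciferase carries N-glycosylation sites so blocking glycosylation raises the light; 0% = median of neutral control wells and 100% = median of 100 nM tunicamycin wells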
Vif imaging – inhibitors of HIV Vif | HEK293T cells, Vif self-association by quenched fluorescence, imaging, 24 h | inhibition, % at 7.49 µM | 0.35% of 340,000 active | AID 602346; in the data active = inhibition above about 50%, passing the limit was not always enough; also: some results filed as inactive read as strong as hits
PDI turbidity – PDI (human) enzyme inhibition; inhibition, % at 10 µM; 0.052% of 350,000 active; PDI insulin aggregation turbidity, A650, 90 min; AID 588391;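 active = mean inhibition across replicates of 30% or more, whatever share of single replicates reach that level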;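 also: absorbance from insulin aggregation driven by PDI reduction with DTT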
Target sequence (P07237 whole entry, looked up): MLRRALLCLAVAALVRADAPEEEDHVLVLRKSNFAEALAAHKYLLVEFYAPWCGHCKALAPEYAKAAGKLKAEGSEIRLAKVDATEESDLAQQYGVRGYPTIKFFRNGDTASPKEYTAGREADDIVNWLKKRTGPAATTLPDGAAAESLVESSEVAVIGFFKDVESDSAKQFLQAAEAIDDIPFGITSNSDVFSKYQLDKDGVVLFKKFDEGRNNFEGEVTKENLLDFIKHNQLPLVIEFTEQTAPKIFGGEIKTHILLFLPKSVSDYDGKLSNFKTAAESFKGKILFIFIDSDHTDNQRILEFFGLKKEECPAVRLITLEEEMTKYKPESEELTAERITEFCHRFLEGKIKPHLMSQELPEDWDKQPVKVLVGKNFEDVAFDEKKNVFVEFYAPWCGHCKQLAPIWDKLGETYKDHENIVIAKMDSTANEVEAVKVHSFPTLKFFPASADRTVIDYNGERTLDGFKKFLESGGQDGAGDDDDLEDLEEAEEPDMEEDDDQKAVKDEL
CaV13 FRET inh – Disruptors of the CACNA1D IQ motif to Ca2+-dependent inactivation inhibitor domain association, primary screening, Förster resonance energy transfer in intact living …; 0.098% of 340,000 active; HEK cells, CFP/YFP FRET ICDI-IQ, plate reader, 10 min; percent FRET-ratio fall versus neutral wells; inhibition, % at 12.3 µM;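 active = mean replicate inhibition of at least 30% and at least 1% of replicates passing that level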;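 also: 0% = median of the neutral control wells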
ABCB6 inh MLPCN – inhibitors of human ABC transporter ABCB6 | K562-ABCB6 porphyrin accumulation, flow cytometry, 1 h; stronger effect = lower value | fluorescence ratio to DMSO, % at 10 µM | 0.19% of 360,000 active | AID 602162;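 active = fluorescence ratio to DMSO below 75%, the collection mean minus 3 SD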;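 also: signal is porphyrin accumulated inside mitochondria; 100% equals median channel fluorescence of DMSO control wells; lower ratio means ABCB6 inhibition with less porphyrin fluorescence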
MC4R antag cAMP – antagonists of human melanocortin 4 receptor (MC4R). MC4R-expressing cells, MTII-stimulated cAMP, LANCE TR-FRET. 0.48% of 360,000 active. inhibition, % at 6.5 µM. P32245;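 active = inhibition above its plate's cutoff, the mean of tested wells on that plate plus 3 SD, cut at about 29% in these data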;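 also: 0% = Melanotan II alone and 100% = Melanotan II plus saturating MCL0020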
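Material: U2OS-MC4R stable cell line | Reagent: Melanotan II challenge after compound preincubation | Doses: One concentration, 6.5 µM nominal | Incubation: 30-min compound preincubation, 1-h Melanotan II challenge, 1-h detection, room temperature | Signal: TR-FRET cAMP assay | Replicates: One well per compound, no replicates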
aDG glyco up – increases alpha dystroglycan glycosylation; Pro5-aDG cells, alpha-DG glycosylation AlphaScreen (IIH6); 0% Pro5, 100% B10-LARGE cell signal; activation, % at 10 µM; AID 624168; 0.22% of 360,000 active;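 active = activation of at least 8% versus controls, or a plate z-score of at least 8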;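 also: Pro5 are CHO cells carrying HIG-tagged alpha-DG that lacks glycosylation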
* hit, by the source's call; · = not tested or not shown.

SMILES | Cardio protect | m5-HT2A agonist | MC4R ag barr | Glyco luc inh | Vif imaging | PDI turbidity | CaV13 FRET inh | ABCB6 inh MLPCN | MC4R antag cAMP | aDG glyco up
CCC(C)(C(=O)NC1CCCCC1)N(C(=O)Cc1cccs1)c1ccccc1 (centres undefined) | 3 | 4 | -1.2 | -1 | 1 | 0 | -9 | 98 | 4 | 0.2
Cc1c(C(=O)NC(=S)Nc2ccc(N3CCOCC3)cc2)cccc1[N+](=O)[O-] | -12 | 1 | 0.3 | 0 | -2 | 9 | 6 | 99 | 20 | 0.2
Cc1cn([C@H]2C[C@H](O)[C@@H](CNS(=O)(=O)N3CCCC3)O2)c(=O)[nH]c1=O | -7 | 0 | 0.1 | 0 | -2 | 0 | -4 | 100 | 5 | 0.1
COc1ccccc1NS(=O)(=O)c1cc(NC(=O)c2sccc2C)ccc1N1CCCC1 | 2 | 0 | 1.6 | -6 | 0 | -5 | -6 | 100 | 16 | 0.5
CCN(CC)C(=O)CSCC(=O)Nc1ccccc1 | 2 | 4 | 0.4 | 1 | -6 | -3 | -5 | 93 | 9 | -0.2
CN1CCN(c2oc(-c3ccccc3Cl)nc2S(=O)(=O)c2ccccc2)CC1 | -2 | -16 | -3.1 | -3 | 14 | 6 | · | 94 | 4 | 0.3
CC(C)Cn1c(N)c(C(=O)COC(=O)c2cnccn2)c(=O)n(C)c1=O | -1 | -2 | -0.8 | -1 | -8 | -1 | -6 | 83 | 5 | 0.0
CSCCC(NC(=O)C1CCC(C)CC1)C(=O)Nc1ccc(NC(C)=O)cc1 (centres undefined) | -5 | -4 | 0.3 | -2 | 21 | -4 | -4 | 97 | 15 | 0.0
O=C(Cn1nnc2ccccc21)c1ccc(Cl)cc1 | 5 | -2 | 3.7 | -1 | -3 | 1 | -5 | 103 | 0 | 0.0
O=C(c1ccc(Cl)c(S(=O)(=O)N2CCCCCC2)c1)N1CCN(CCO)CC1 | 6 | 2 | -0.1 | 1 | -3 | -4 | -4 | 81 | 13 | 0.3
CCCN(CCC)S(=O)(=O)c1cccc(C(=O)Nc2ccc3c(c2)OCO3)c1 | -2 | -4 | 2.1 | -5 | -15 | 13 | -4 | 99 | -2 | 1.0
Cc1nc(C(F)(F)F)ccc1C(=O)N1CCC(C)(C(=O)NS(=O)(=O)C2CC2)C1 (centres undefined) | 2 | -2 | 1.4 | 1 | 15 | 4 | -6 | 94 | 4 | -0.1
Nc1nonc1-c1noc(N2CCCCC2)n1 | -19 | 0 | -1.2 | 0 | -2 | 9 | 0 | 101 | 0 | 0.6
COc1ccccc1C(C)NCC(=O)NCc1ccc(C)cc1 (centres undefined) | -4 | -6 | 0.3 | -1 | 1 | 1 | -18 | 95 | 13 | 0.2
OC[C@@H]1CN(Cc2ccco2)C[C@H](n2cnc3c(Nc4ccccc4)ncnc32)O1 | -2 | 4 | -1.8 | 1 | 6 | 7 | -11 | 97 | -5 | -0.1
CN(CC(=O)NCCc1ccccc1)S(=O)(=O)c1ccc(Br)s1 | 2 | -3 | 0.5 | -1 | -5 | -5 | -4 | 87 | -6 | 0.0
O=C(NCCCN1CCOCC1)c1ccc2c(=O)n(CCc3ccccc3)c(=O)[nH]c2c1 | 35 | -6 | -2.5 | -2 | · | 5 | -5 | 99 | 1 | -0.1
C#Cc1ccc(CN2CCC(Oc3cc(C(=O)NC4CC4)ccc3OC)CC2)cc1 | 6 | -1 | -1.2 | -3 | -7 | -2 | -3 | 95 | 7 | 0.6
CCCCN(CCCNC(=O)c1ccc2nc(N3CCOCC3)sc2c1)Cc1ccccc1 | -5 | -1 | -1.6 | -1 | -6 | 3 | -4 | 96 | 2 | 0.5
Nc1nc2ccccc2n1CCOc1ccccc1Cl | -20 | -3 | 1.0 | -4 | 16 | 3 | · | 97 | -10 | 0.6

Two compounds drawn at random from the list so far, as already listed:
SMILES | Cardio protect | m5-HT2A agonist | MC4R ag barr | Glyco luc inh | Vif imaging | PDI turbidity | CaV13 FRET inh | ABCB6 inh MLPCN | MC4R antag cAMP | aDG glyco up
CCCN(CCC)S(=O)(=O)c1cccc(C(=O)Nc2ccc3c(c2)OCO3)c1 | -2 | -4 | 2.1 | -5 | -15 | 13 | -4 | 99 | -2 | 1.0
Nc1nonc1-c1noc(N2CCCCC2)n1 | -19 | 0 | -1.2 | 0 | -2 | 9 | 0 | 101 | 0 | 0.6

Following part:
SMILES | Cardio protect | m5-HT2A agonist | MC4R ag barr | Glyco luc inh | Vif imaging | PDI turbidity | CaV13 FRET inh | ABCB6 inh MLPCN | MC4R antag cAMP | aDG glyco up
Cc1ccc(S(=O)(=O)N2CCN(C(=O)COC(=O)/C=C/c3ccc([N+](=O)[O-])cc3)CC2)c(C)c1 | -8 | 2 | -4.4 | -2 | -3 | -3 | -5 | 91 | 7 | 0.1
CC(C)=CCC/C(C)=C/CNC(=O)C[C@H]1C[C@H](C(=O)N2CCOCC2)[C@@]2(C)c3[nH]c4cc(CCC(=O)N(C)C)ccc4c3CCN2C1=O | -37 | -4 | -0.6 | 0 | · | 6 | -8 | 96 | 2 | 0.2
COc1ccc(C(=O)NCC(c2ccccc2)N2CCCC2)cc1S(=O)(=O)N1CCOCC1 (centres undefined) | 5 | 1 | -0.3 | -3 | 0 | 6 | -6 | 95 | 2 | 0.0
CC1CN(C(=S)SCCN2C(=O)CCC2=O)CC(C)O1 (centres undefined) | 7 | 4 | -1.3 | 0 | 7 | 1 | -3 | 100 | -1 | -0.1
Cc1nc2ccccc2c2oc(C(=O)NCc3ccccn3)cc12 | -1 | -3 | -1.2 | 1 | -12 | -2 | -7 | 103 | 10 | 0.6
Nn1c(CSc2nc3ccccc3o2)nnc1CSc1nc2ccccc2o1 | -4 | -2 | -1.8 | 2 | · | 4 | -4 | 109 | 1 | 0.1
C/C(=N\N=c1/sc2ccccc2n1C)c1ccccn1 | -2 | -2 | -2.9 | 1 | -5 | -1 | -2 | 102 | -5 | 0.0
COc1cc(Cl)c(C)cc1NC(C)C(=O)Nc1cc(C(F)(F)F)ccc1N1CCOCC1 (centres undefined) | -10 | -2 | 2.6 | -4 | 2 | -5 | -5 | 91 | 3 | 0.1
COC(=O)c1c(NC(=O)c2cccc([N+](=O)[O-])c2)sc(C(N)=O)c1C | -1 | 1 | 12* | -2 | · | 2 | 10 | 103 | -10 | -0.3
O=C(CN1N=C(c2ccc(Cl)cc2)CCC1=O)NCc1cccnc1 | 2 | 0 | -0.7 | 0 | 2 | 3 | -19 | 101 | 14 | -0.2
N#CCS(=O)(=O)c1ccccc1 | -1 | 1 | -1.3 | 3 | 4 | 1 | -4 | 98 | -3 | 0.0
Cc1ccc(C(=O)C(C(=O)/C=C/c2ccccc2)=C2SCCCS2)cc1 | -18 | -5 | -3.0 | -9 | · | -12 | · | 89 | -1 | -0.7
CN1CCc2c(sc(NC(=O)c3ccco3)c2C(N)=O)C1 | -2 | -1 | -1.4 | 1 | 1 | -4 | -5 | 99 | -5 | 0.4
O=C(N/N=C/c1ccco1)c1cc(-c2ccccc2)nc2ccccc12 | 1 | -11 | -2.5 | 2 | 3 | 2 | -5 | 94 | -3 | -0.1
O=C(O)COc1ccc(NC(=O)c2ccc3c(c2)C(=O)N(C2CCCCC2)C3=O)cc1 | 0 | 8 | -1.8 | 3 | -1 | -7 | -9 | 93 | 24 | 0.2
COc1ccc(C2C3=C(CCCC3=O)Nc3nc(SCc4ccccc4)nn32)cc1OC (centres undefined) | 3 | -1 | -1.8 | 0 | -12 | 5 | -4 | 103 | 14 | -0.1
N=c1c2c3c(sc2nc2n1CCCCC2)CCCCC3 | -23 | 4 | 1.1 | -1 | 5 | 6 | -2 | 93 | 4 | 1.1
COC(=O)C1C(=O)C2=C(CC1C)NC(C)=C(C(=O)OC1CCCCC1)C2c1ccc(N(C)C)cc1 (centres undefined) | 3 | -11 | -0.7 | -1 | 1 | 14 | -4 | 101 | 5 | -0.4
Cc1nn(C(C)C(=O)NCC2CCCO2)c(C)c1[N+](=O)[O-] (centres undefined) | 14 | -2 | -2.8 | 4 | 0 | -6 | -13 | 97 | 0 | -0.1
Cn1ccnc1/C(=N\NC(=O)c1ccc(O)cc1)c1cccc([N+](=O)[O-])c1 | 16 | -2 | -0.7 | -1 | -9 | -4 | -3 | 100 | 14 | -0.2
Cc1ccccc1OCC(=O)Nc1ccc(S(=O)(=O)Nc2onc(C)c2C)cc1 | 2 | -6 | 0.5 | 1 | -3 | 6 | -3 | 98 | 3 | 0.1
CCOC(=O)NC(=O)CSc1nc2ccc([N+](=O)[O-])cc2[nH]1 | -1 | 5 | -1.6 | 1 | -5 | 0 | -2 | 94 | 0 | -0.4
CC(C)Cn1c(CCC(=O)O)ccc1-c1cccs1 | 0 | -2 | -2.8 | 3 | -4 | -4 | -7 | 96 | 0 | -0.1
CCCCOC(=S)NC(=O)c1sc2ccccc2c1Cl | -6 | 1 | -4.7 | 2 | 0 | -2 | -5 | 88 | 15 | -0.1
CC/C(=N\Nc1ccccc1[N+](=O)[O-])c1ccc(O)cc1 | -3 | -5 | -1.0 | -6 | -2 | 0 | -6 | 106 | -6 | -0.9
CC1CCN(C(=O)COC(=O)c2cccc(S(=O)(=O)N3CCOCC3)c2)CC1 | 1 | -13 | 0.4 | -1 | 0 | 1 | -12 | 99 | 12 | -0.2
CCn1c(SCC(N)=O)nc2ccccc2c1=O | 10 | 0 | -0.3 | 1 | -5 | 3 | -9 | 95 | 9 | -0.1
O=C(Nc1cccc(S(=O)(=O)N2CCCCCC2)c1)C1=COCCO1 | 2 | 4 | -3.3 | 0 | 9 | -3 | -2 | 96 | 3 | 0.0

7 structures from above, sorted by heavy-atom count, highest first:
SMILES | Cardio protect | m5-HT2A agonist | MC4R ag barr | Glyco luc inh | Vif imaging | PDI turbidity | CaV13 FRET inh | ABCB6 inh MLPCN | MC4R antag cAMP | aDG glyco up
CC(C)=CCC/C(C)=C/CNC(=O)C[C@H]1C[C@H](C(=O)N2CCOCC2)[C@@]2(C)c3[nH]c4cc(CCC(=O)N(C)C)ccc4c3CCN2C1=O | -37 | -4 | -0.6 | 0 | · | 6 | -8 | 96 | 2 | 0.2
COc1cc(Cl)c(C)cc1NC(C)C(=O)Nc1cc(C(F)(F)F)ccc1N1CCOCC1 (centres undefined) | -10 | -2 | 2.6 | -4 | 2 | -5 | -5 | 91 | 3 | 0.1
CC(C)Cn1c(N)c(C(=O)COC(=O)c2cnccn2)c(=O)n(C)c1=O | -1 | -2 | -0.8 | -1 | -8 | -1 | -6 | 83 | 5 | 0.0
O=C(Nc1cccc(S(=O)(=O)N2CCCCCC2)c1)C1=COCCO1 | 2 | 4 | -3.3 | 0 | 9 | -3 | -2 | 96 | 3 | 0.0
CN(CC(=O)NCCc1ccccc1)S(=O)(=O)c1ccc(Br)s1 | 2 | -3 | 0.5 | -1 | -5 | -5 | -4 | 87 | -6 | 0.0
CN1CCc2c(sc(NC(=O)c3ccco3)c2C(N)=O)C1 | -2 | -1 | -1.4 | 1 | 1 | -4 | -5 | 99 | -5 | 0.4
O=C(Cn1nnc2ccccc21)c1ccc(Cl)cc1 | 5 | -2 | 3.7 | -1 | -3 | 1 | -5 | 103 | 0 | 0.0
